Source: PubChem BioAssay (National Center for Advancing Translational Sciences (NCATS))
ALOX12 inh – Primary qHTS assay for inhibitors of human arachidonate 12S-lipoxygenase (ALOX12): Round 2 | Polyunsaturated fatty acid lipoxygenase ALOX12 (Homo sapiens), P18054 | purified 12hLO, xylenol orange hydroperoxide absorbance | Potency, µM (titrated, usually from 108 µM), for the others: at the highest dose activity change, negative = inhibition, most hits filed as inhibitors | actives 1.1% (n = 580,000) | AID 1671190, 2021; active means well fitted inhibition curve with a large enough effect; inconclusive means small, poorly fitted or top-dose-only effect, or another doubt; inactive means no such curve, though single readings can be large or run the other way
Target sequence (P18054 whole entry, looked up): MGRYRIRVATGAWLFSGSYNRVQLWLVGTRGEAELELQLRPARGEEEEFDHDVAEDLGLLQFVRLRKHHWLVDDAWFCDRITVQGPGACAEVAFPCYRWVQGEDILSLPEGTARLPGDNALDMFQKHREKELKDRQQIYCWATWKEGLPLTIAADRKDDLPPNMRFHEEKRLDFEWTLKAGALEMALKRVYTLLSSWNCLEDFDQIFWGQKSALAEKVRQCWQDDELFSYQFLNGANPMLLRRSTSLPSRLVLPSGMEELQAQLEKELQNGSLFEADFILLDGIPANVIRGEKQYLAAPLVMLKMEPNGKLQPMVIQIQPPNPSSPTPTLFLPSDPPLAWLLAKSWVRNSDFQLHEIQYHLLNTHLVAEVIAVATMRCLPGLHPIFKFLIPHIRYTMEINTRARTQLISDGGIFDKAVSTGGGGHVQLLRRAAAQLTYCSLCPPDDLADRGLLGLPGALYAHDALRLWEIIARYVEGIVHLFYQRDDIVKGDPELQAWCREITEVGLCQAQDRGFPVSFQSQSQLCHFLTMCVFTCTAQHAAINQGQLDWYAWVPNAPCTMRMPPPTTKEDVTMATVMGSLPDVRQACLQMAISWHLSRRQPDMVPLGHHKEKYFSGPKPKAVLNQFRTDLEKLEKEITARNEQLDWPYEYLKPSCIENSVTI
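Purified human 12hLO (150 nM final) in 25 mM Hepes, 0.01% Triton X-100, pH 7.0 was preincubated 15 min at room temperature with compound. Then 40 uM arachidonic acid was added, 30 min. Hydroperoxide was read by Fe-XO absorbance ratio 573/405 nm.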
Numbers without * were called inactive; u = inconclusive; [ ] = another dose, or the depositor's remark. On the % scale 0 is the no-effect control and ±100 the full control effect; potency means the concentration at half of the fitted maximal effect. A portion of the library, so the mix of outcomes need not match the whole.

SMILES	ALOX12 inh
COc1cccc(C(=O)N2C(C(=O)NC(C)C)COC23CCN(C(=O)c2cccc(F)c2)CC3)c1 (configuration not stated)	28.1%
Cc1c(C)c2ccc(OCC(=O)c3ccccc3)c(C)c2oc1=O	1.2%
CCCCN(Cc1ccccc1)c1ccc(C(=O)O)cc1NS(=O)(=O)c1ccc(C)cc1C	u
O=C(c1ccccc1)N1CCOc2ccc(CN3CCc4ccccc4C3)cc2C1	83.6%[activator]
CC(C)NC(=O)c1ccccc1OCC1CCCN(Cc2ccncc2F)C1 (configuration not stated)	-10.2%
COCC(=O)NC[C@H]1CCN(S(C)(=O)=O)C[C@H]1N(C)C	16.9%
CS(=O)(=O)N1CCCN(C(=O)c2ccsc2)CCNC(=O)CC1c1ccccc1 (configuration not stated)	39.8%[activator]
NC(=O)c1ccc(NC(=O)C2CC(=O)N(c3n[nH]c4cc(Br)ccc34)C2)cc1 (configuration not stated)	8.9%
CCOC(=O)CC1(NC(=O)N2CCCC2c2ccco2)CCCCC1 (configuration not stated)	11.6%
CCN(CC)C(=O)c1cn(CCC#N)nc1-c1cccc(Cl)c1	-9.9%
Cc1oc(C(O)c2ccccc2)nc1C(=O)Nc1ccc2c(c1)CNC2=O (configuration not stated)	-4.7%[176 µM]
Cc1ccc(Nc2nc(CSc3nnnn3C3CC3)cs2)cc1	-20.5%
CC(NC(=O)NCCNc1ncccn1)c1cccnc1 (configuration not stated)	15.3%
CCn1cc(CN2CCN(S(C)(=O)=O)CC2)ccc1=O	33.0%
CC(C)CCC1(CCNCc2ccc(OC(C)C)cc2)CCOC(C)(C)C1 (configuration not stated)	-15.6%
C#CCNC(=O)c1cc(-c2ccccc2OC)c2cccn2n1	-1.2%[6.33 µM]
O=C(c1ccc(Cn2cccn2)o1)N1CCn2nc(C(O)CO)cc2C1 (configuration not stated)	27.3%
CC(=O)c1ccc(NC(=O)N2C[C@@H]3C[C@H](C2)c2ccc(NC(=O)C4CCCCC4)c(=O)n2C3)cc1	9.9%
COc1ccc(NC(=O)N(C)CC2CCOCC2)cc1F	42.5%[activator]
Cc1ccc(CNC(=O)C2CCCN(c3cnn(C)c(=O)c3)C2)o1 (configuration not stated)	24.0%
CN1C[C@]2(C=C3CCCCC3n3c(=O)n(-c4ccccc4)c(=O)n32)N=C1NC(=O)c1ccccc1 (some centres not stated)	31.8%[activator]
CN1[C@@H](CCC(=O)Nc2ccccc2)CNC(=O)[C@@H]2[C@H]1CCN2Cc1nc2ccccc2n1C	71.9%[activator]
Cn1c(Cn2cccn2)nnc1C1CC(NC(=O)c2ccc(CO)o2)C1 (configuration not stated)	3.2%
C/C=C/Cn1c(SCc2cccc(C)c2)nc2c1c(=O)[nH]c(=O)n2C	-10.4%
COCCn1c(=O)c(-c2ccccc2)nc2cnc(Nc3ccccc3)nc21	0.0%
Additional results
SMILES	ALOX12 inh
NC(=O)[C@H]1CCCN1C(=O)[C@H](Cc1cnc[nH]1)NC(=O)[C@@H]1CCC(=O)N1	-2.8%[12.5 µM]
CCn1nccc1C(=O)N1CCC(Cc2ccc(C(N)=O)cc2)CC1	33.0%[activator]
O=C(NCc1ccccn1)C1CCC(CNS(=O)(=O)c2ccccc2)CC1 (configuration not stated)	7.5%
O=C(CSCc1nc2ccccc2c(=O)[nH]1)Nc1cccc(O)c1	-9.8%
CCOCCOC(=O)COc1ccc2c(=O)c(Oc3cc(C)ccc3C)coc2c1	27.7%
CC(C)(C)CC(=O)N1CCCC(CN2CCN(c3ccccn3)CC2)C1 (configuration not stated)	17.6%
CCC1Oc2ccc(NC(=O)C(C)C)cc2CN(Cc2ccccc2F)C1=O (configuration not stated)	30.6%
O=C(Nc1c(-c2ccccc2)[nH][nH]c1=O)c1ccc(-c2ccccc2)cc1	-16.1%
CCCCS(=O)(=O)N1CCc2n[nH]c(=O)n2CC1	8.1%
COc1ccc(-c2ccc3c(c2)C(=O)N2CCN(C(=O)C4CCCCC4)C[C@@H]2C(=O)N3)cc1	60.4%[activator]
O=C1NCc2ccccc2CC12CCCN2Cc1cc(O)cc(O)c1 (configuration not stated)	u
CN1CCCn2nc(C(=O)N(C)Cc3cc(-c4cccs4)n[nH]3)cc2C1	24.5%
CN1CCC(N2CCN(C(=O)C3CCOCC3)CC2)C1=O (configuration not stated)	48.3%[activator]
COc1cc(NC(=O)c2ncoc2-c2cccc(Cl)c2)cc(OC)c1	u
O=C(NCc1ccccc1)C1CCN(S(=O)(=O)/C=C/c2ccccc2)CC1	12.0%
CCOC(=O)C1CCN(C(=O)c2cn(-c3ccccc3)nc2-c2ccc(Cl)cc2)CC1	u
O=C(c1c[nH]c2ccccc12)N1CCN(c2cc(-c3cccs3)[nH]n2)CC1	0.7%
O=C(Cn1ccn2nc(-c3ccccc3)c(CO)c2c1=O)Nc1ccccc1C(F)(F)F	-0.8%
Cc1ccoc1C(=O)NCc1ccnc(OCC(F)(F)F)c1	8.0%
CCS(=O)(=O)N1C[C@@H](C(N)=O)[C@H](C2CCN(C)CC2)C1	27.6%
COCCN1CCCCCC(O)c2cc(C(=O)N3CCN(c4ncccn4)CC3)ccc21 (configuration not stated)	43.2%[activator]
CCC(=O)C(=O)NCc1cc2c(nc1OC)CN(CCc1ccccn1)C2=O	19.3%
COC[C@@H]1CN(C(=O)CC2=CCCCC2)C[C@H]1c1ccccn1	29.3%
N[C@@H](CCCP(=O)(O)O)C(=O)O	210.8%[activator]
Cc1ccccc1C(=O)N1CCCC(c2nn(-c3ccc(Cl)cc3)c(=O)[nH]2)C1 (configuration not stated)	u
The list continues:
SMILES	ALOX12 inh
CCOC(=O)c1scc(-c2ccccc2)c1S(=O)(=O)Nc1cccc(CC)c1	u
O=C(NCCN1CCCCC1)C1(CCO)CC12CCOCC2 (configuration not stated)	32.6%[activator]
C/C(=N\OC(=O)c1ccc(OC(C)C)cc1)c1ccc(C(C)C)cc1	23.9%
O=c1c(N2CCN(Cc3ccccc3)CC2)csc2ccc(Br)cc12	u
FC(F)(F)c1ccccc1Cc1c(-c2cccc(Cl)c2)nc2c3ccccc3ccn12	2.1%
CCOc1ccc2c(c1)cc(C(=O)Nc1cc(OC)ccc1OC)n2C	-2.2%
Cn1cc(C(=O)N2CCN(C(=O)c3cccs3)CC2)c2ccccc21	-5.4%
Cn1c(=O)c2c(nc(SCC(=O)Nc3ccccc3)n2Cc2ccccc2Cl)n(C)c1=O	0.6%
O=C(/C=C/c1ccco1)N(Cc1cccs1)Cc1cccs1	8.91µM*
Cc1ccc(-c2cc(N3CCC(CNC(=O)c4ccc5nc[nH]c5c4)CC3)n[nH]2)cc1	16.6%
Cc1nc(NC2CC2)sc1C(=O)NC1CCCC1	10.5%
CC1=C(C(=O)c2ccccc2)C(c2cccc(Oc3ccc(Cl)cc3)c2)NC(=O)N1 (configuration not stated)	-52.0%
Cc1cc(Cl)ccc1OCC(=O)OCC(=O)Nc1ccccc1Br	-1.6%
Cc1cnc(C2CCNC2)n1Cc1ccc(F)cc1 (configuration not stated)	11.9%
CCc1cccc2c(C(CC(=O)NCc3ccc4c(c3)OCO4)c3ccc(OC)c(OC)c3)c[nH]c12 (configuration not stated)	u
COCC1CN(C)CC12CCN(C(=O)Cc1cccc(Cl)c1)CC2 (configuration not stated)	38.6%
Cc1ccc2c(c1)C/C(=C\c1cccnc1)C2=O	u
COc1ccc(-c2noc(-c3cccn3CC(=O)Nc3ccc(C)cc3Cl)n2)cc1F	9.0%
O=C(Nc1ccc(F)cc1F)N1C[C@@H](F)[C@@H](OCc2nc3ccccc3o2)C1	58.8%[activator][176 µM]
COCCOC1CCN(C(=O)Nc2ccccc2)CC1	9.5%
CC(=O)N(C1CC1)C1CCOC2(CCN(C(=O)NCCc3ccccc3)CC2)C1 (configuration not stated)	14.3%
N#Cc1nc(COc2cccc(Cl)c2)oc1N1CCCCC1	u
O=C1Nc2cnccc2C2(CCN([S+](=O)([O-])c3cccc(C(F)(F)F)c3)C2)O1 (configuration not stated)	46.8%[activator]
COc1cccc(C(=O)/C(=C/c2ccncc2)c2nc3ccccc3o2)c1	u
CC(C)C[C@@H](NC(=O)C1=C[C@@H](NS(=O)(=O)c2cccc(C(F)(F)F)c2)[C@@H](O)[C@H](O)C1)C(N)=O	39.8µM*
Continuation.
SMILES	ALOX12 inh
COc1ccc(Cl)cc1NC(=O)/C(C#N)=C/c1coc2ccc(C)cc2c1=O	-16.8%
CC(=O)Nc1ccc2oc(-c3ccc(C)c(Cl)c3)nc2c1	-3.4%
CCc1nnc2ccc(N3CCCCC3)nn12	52.4%[activator]
O=C(NCc1ccncc1)C1c2ccccc2C(=O)N(Cc2ccccc2)C12CCCCC2 (configuration not stated)	65.6%[activator]
Cc1noc(C)c1-c1cc2c(cc(C)n2C)c(-c2cccc([S+](C)(=O)[O-])c2)n1	-37.0%[176 µM]
CC(NS(=O)(=O)c1ccc(F)cc1F)C(=O)N1CCCC1 (configuration not stated)	u
COC(=O)[C@@]1(Cc2ccc(F)cc2)[C@H]2c3cc(C(=O)N4CCCC4)n(Cc4cc(F)cc5c4OCOC5)c3C[C@H]2CN1C(=O)c1ccccc1	-8.0%
C/C(=N\NC(=O)C1CCCCC1)c1ccc(C)s1	-7.1%
COc1ccc2[nH]c3c(c2c1)CCNC31CCN(C(=O)Cn2nc(C)cc2C)CC1	31.4%
COCCNC(=O)c1cc(-c2ccc(OC)cc2)nc2c1c(C1CCNC1)nn2C (configuration not stated)	2.4%[6.33 µM]
CN=C(NC)NCc1ccc(C(=O)OC)cc1	25.1µM*
C[C@H]1COc2cc(N3CCSCC3)ccc2S(=O)(=O)N1	u
CC(NC(=O)CSc1ccc2ccccc2n1)C1CC1 (configuration not stated)	u
COCC(=O)NC1CCN(c2ccccc2)C1=O (configuration not stated)	31.8%[activator]
CCn1nc(C)c(CN2C[C@@H](COC)[C@H](c3ccncc3)C2)c1C	22.3%
COCCn1c(=O)c(-c2cccc(Cl)c2)nc2cncnc21	u
COCCNC(=O)C1CCN(C(=O)C2CN(c3cccc(OC)c3)C(=O)N2)C1 (configuration not stated)	-4.6%
CCOc1ccc2nc(C)cc(Nc3ccc(C(=O)OC)cc3)c2c1	u
COc1ccc(-n2nc3n(c2=O)CCN(C(=O)c2ccc(C(F)(F)F)cc2)C3)cc1	11.3%[6.33 µM]
COc1ccccc1N1CCN(c2nc(CSc3ccc(C)cc3)cc(=O)[nH]2)CC1	-25.2%
CC(C)(C)OC(=O)NCCC(=O)NC1CCCCC1	3.2%
COc1ccc(C(=O)N2CCOCC3(CN(Cc4ccccc4)C3)C2)c(OC)n1	1.9%[176 µM]
Cc1cc(SCC(=O)NC2CCS(=O)(=O)C2)nc2ccccc12 (configuration not stated)	u
O=C(NCCOc1ccccc1)C1CNCCO1 (configuration not stated)	u
CC1Sc2ccc(C(=O)NO)cc2NC1=O (configuration not stated)	u
Other entries.
SMILES	ALOX12 inh
Cc1ccc(S(=O)(=O)Nc2nc3c(s2)C[C@@H]2[C@](C)(CO)[C@H](O)CC[C@@]2(C)[C@@H]3CC(=O)O)cc1	u
COc1ccc(N2CC(C(=O)N(C)CCc3noc(C)n3)CC2=O)cc1Cl (configuration not stated)	33.8%[activator]
Cc1ccccc1NC(=O)Cc1nnc(SCC(=O)c2ccc(C#N)cc2)n1C	u
CC(=O)N1C[C@H](NC(=O)c2cnc(N)nc2-c2ccccc2)[C@@H](C2CC2)C1	4.6%
CS(=O)(=O)N(C1CCOCC1)C1CN(C(=O)c2c[nH]c3ccccc23)C1	42.4%
O=C(c1cccc(Cl)c1)N1CCC(c2nn(-c3ccccc3)c(=O)[nH]2)CC1	-13.1%
Cc1cc(C)n(CC(=O)N2CCc3nn(Cc4ccccc4)c(=O)n3CC2)n1	13.5%
Cc1cc(C(=O)N2CC(Oc3ccc(-c4nc(-c5ccccc5)no4)cc3)C2)nn1C	18.3%
O=C(CSc1nnc(-c2ccccc2)c2ccccc12)c1ccc2c(c1)OCCCO2	44.7µM*
CC(C)=CC(=O)Nc1cccc(OCc2ccc(F)cc2)c1	-14.7%
Cc1nc2ccc(C(=O)NCC3CCN(C(C)C)C3)cc2nc1C (configuration not stated)	15.7%
CC1=C2C(=O)CC(C)CC2=Nc2ccccc2N1 (configuration not stated)	-73.1%
